Pf growth 48h = P. falciparum growth inhibition at 48 hours (one generation) | P. falciparum luciferase growth in erythrocytes, 48 h | Potency, µM (series often up to 28.7 µM), inactives show at the top dose activity change, negative = inhibition, usual class: inhibitors | hit rate 5.9% among 310,000 | AID 504832
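Firefly luciferase activity from engineered P. falciparum reports growth; inhibitors lower the luminescent signal. Cultures contained 2% hematocrit erythrocytes at 0.1% final parasitemia.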
Pf growth 96h = P. falciparum growth inhibition at 96 hour, primary screen for plastid delayed-death inhibitors | P. falciparum luciferase reporter growth, 96 h | Potency, µM (series often up to 28.7 µM), for inactives: top-dose activity change, negative = inhibition, usual class: inhibitors | hit rate 6.9% among 320,000
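P. falciparum expressing integrated firefly luciferase, in erythrocytes at 2% hematocrit, 0.05% parasitemia, incubated with compounds 96 h at 37 C, 5% CO2. Growth inhibition read as loss of luminescence; two-generation exposure targets delayed-death apicoplast inhibitors.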
Sm TGR block = inhibitors of Schistosoma mansoni thioredoxin glutathione reductase; Q962Y6; purified TGR, DTNB reduction, TNB absorbance 405 nm; Potency, µM (highest dose often 114 µM), inactives show top-dose activity change, negative = inhibition, hits mostly inhibitors; hit rate 3% among 360,000; AID 485364; also: nearly all actives have a fitted effect of over 60% in size
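Kinetic colorimetric format: TGR-catalysed, NADPH-driven DTNB reduction monitored via TNB absorbance. Enzyme dispensed at 20 nM; compound exposure 15 min at room temperature before reaction start.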
Tb PYK inh = inhibitors of Trypanosoma brucei pyruvate kinase; Q57TT1; hit rate 0.12% among 410,000; Potency, µM (doses to about 76.8 µM), without a hit: top-dose activity, negative = inhibition, actives largely listed as inhibitors; AID 624173; TbPYK enzyme, Kinase-Glo Plus ATP luminescence, 45 min; also: nearly all actives have a fitted effect of over 50% in size
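Enzyme and substrate buffer are dispensed first and compound is pin-transferred. ADP at 130 uM final then starts the reaction, which runs 45 min at room temperature. Detection reagent is added for 10 min before luminescence is imaged.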
HCV inh = inhibitors of hepatitis C virus infection; Potency, µM (doses to about 41.8 µM), for the others: top-dose activity change, negative = inhibition, most hits filed as inhibitors; AID 651820; Huh7.5.1 HCVcc-Cre infection, luciferase reporter, 44 h; hit rate 3.4% among 340,000
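Antiviral activity was scored by luciferase reporter output from cells infected with HCVcc-Cre (~0.5 moi) in presence of compound, 44 h infection period, cells seeded 1,000/well 4 h prior.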
LmPK inhibitor = blocks Leishmania mexicana pyruvate kinase activity; Q27686; purified LmPK, Kinase-Glo ATP luminescence, 1 h; Potency, µM (titrated, usually from 57.5 µM), inactives show at the top dose activity change, negative = inhibition, most hits filed as inhibitors; hit rate 0.37% among 290,000; AID 1721
Target sequence (Q27686 whole entry, looked up): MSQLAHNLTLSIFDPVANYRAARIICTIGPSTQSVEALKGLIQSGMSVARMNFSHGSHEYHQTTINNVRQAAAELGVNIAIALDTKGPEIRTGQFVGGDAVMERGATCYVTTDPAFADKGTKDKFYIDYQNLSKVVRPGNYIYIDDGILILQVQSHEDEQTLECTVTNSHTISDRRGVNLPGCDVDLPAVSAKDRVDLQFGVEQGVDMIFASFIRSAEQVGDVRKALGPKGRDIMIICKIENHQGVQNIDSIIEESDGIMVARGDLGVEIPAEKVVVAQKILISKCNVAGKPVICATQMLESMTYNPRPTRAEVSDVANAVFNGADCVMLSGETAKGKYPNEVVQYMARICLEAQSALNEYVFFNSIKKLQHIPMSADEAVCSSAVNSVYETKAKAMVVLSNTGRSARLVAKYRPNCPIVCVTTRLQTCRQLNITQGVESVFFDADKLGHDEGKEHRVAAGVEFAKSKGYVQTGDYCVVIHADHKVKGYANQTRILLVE
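In 50 mM imidazole pH 7.2 with 7 mM MgCl2, LmPK (0.1 nM) turned over PEP (0.5 mM) and ADP (0.1 mM) for 1 h at room temperature. Luciferase read-out of ATP.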
* marks the source's active call; other numbers are inactive results; ? = inconclusive; . = not tested or not shown; & = joins results of further samples; [ ] = remark or other dose. Calls follow the shape of the dose curve; as a rule, active = well fitted curve in the direction sought with a large enough effect; inconclusive = small, poorly fitted or top-dose-only effect, or another doubt; inactive = no such curve, though single readings can be large; an effect the other way counts as inactive or inconclusive. % is scaled to controls: 0 for no effect and ±100 for the full control effect; potency is read from the fitted curve at half-maximal effect.

SMILES	Pf growth 48h	Pf growth 96h	Sm TGR block	Tb PYK inh	HCV inh	LmPK inhibitor
Cn1c(=O)c2c(nc(SCCCO)n2Cc2ccccc2Cl)n(C)c1=O	?	?	6%	-18%	-25%	0%
O=C(NCCCN1CCOCC1)C(=O)N/N=C/c1c2ccccc2cc2ccccc12	-9%	?	2%	-7%	11µM*	0%
O=C1c2ccccc2C(=O)N1CCOc1ccccc1Cl	1%	-46%	4%	3%	16%	-6%
CC1(C)CC(=O)C(Sc2ccc(Br)cc2)=C(O)C1	?	?	-6%	-2%	14%	4%
O=C(O)CCCC(=O)Nc1ccccc1SCCS(=O)(=O)c1ccc(Cl)cc1	16%	30%	40µM*	-11%	8%	9%
Cc1ccc(S(=O)(=O)N2CCC(C(=O)N[C@@H](C)C(=O)Nc3ccc4c(c3)OCO4)CC2)cc1	?	.	-14%	-9%	-13%	-3%
COc1ccc(C(C(=O)NC2CCCCC2)N(C(=O)c2ccccn2)c2cccnc2)c(OC)c1 (stereo not given)	-6%	?	0%	8%	2%	1%
COc1ccc(C2NC(=S)N3C(c4ccc(OC)cc4)NC(=S)N23)cc1 (stereo not given)	.	-11%	-3%	?	4%	-8%
O=C(Cn1cc([N+](=O)[O-])cn1)Nc1ccn(Cc2c(F)c(F)c(F)c(F)c2F)n1	.	-16%	-26%	-16%	-2%	0%
Cc1cc(C)c(NC(=S)NCCO)c(C)c1	-6%	33%[activator]	1%	5%	9%	-2%
COc1ccc(Cc2n[nH]c(=S)n2NC(=O)Nc2ccc(Cl)c(Cl)c2)cc1	?	-12%	-2%	-15%	-10%	-4%
COc1cc(C2c3c(oc4cc(C)c(C)cc4c3=O)C(=O)N2c2cc(C)ccn2)ccc1O (stereo not given)	?	0%	-11%	3%	-7%	3%
CCC(=O)Nc1ccc2nc(SCC(=O)N3CCCC3)sc2c1	-1%	3%	7%	-4%	2%	-1%
CC(=O)c1ccc(NC(=O)Nc2cccc(Cl)c2)cc1	.	?	-1%	-10%	-18%	-2%
O=C(C(Cc1ccccc1)n1cccc1)N1CCc2ccccc21 (stereo not given)	?	?	35µM*	-2%	?	3%
COc1ccc(-n2nc(C(=O)NCC(=O)NCC3COc4ccccc4O3)c3ccccc3c2=O)c(OC)c1 (stereo not given)	-26%	-22%	13%	-4%	?	1%
Cc1cc(C)c(C#N)c(N2CCN(S(=O)(=O)Cc3ccccc3)CC2)n1	2%	-7%	1%	1%	8%	0%
CCN(CC)CC#CCC(O)(c1ccccc1)C1CCCC1 (stereo not given)	?	-26%	-13%	-6%	-24%	-1%
Cc1cccc(C)c1NC(=O)COC(=O)CCc1c[nH]c2ccccc12	3.7µM*	6.6µM*	0%	-1%	-1%	.
C/C(NCC(C)(C)CN(C)C)=C(/C#N)C(=O)NCc1ccccc1	-3%	.	-25%	0%	4%	10%
CCOC(=O)c1ccc(Oc2coc3cc(O)ccc3c2=O)cc1	12%	2.9µM*	-1%	34%	-21%	6%
COc1ccc2c(CC(=O)OCC(=O)c3ccccc3OC)coc2c1	22%	.	-4%	-1%	-10%	8%
O=C(COc1ccccc1)Nc1cccc(-c2nc3ccccc3[nH]2)c1	4%	0%	11%	-10%	-5%	-14%
CCCCOc1ccc(C(=O)Oc2cccnc2)cc1	35%[activator]	?	12%	0%	1%	-8%
CN(C)/C=C/C(=O)c1ccc(N2CCN(c3ncc(C(F)(F)F)cc3Cl)CC2)cc1	.	?	-28%	-9%	?	9%
CC(=NCCCN1CCCCC1)c1c(O)n(Cc2ccccc2)c(=O)[nH]c1=O	?	.	?	-4%	-10%	0%
CCOC(=O)N1CCN(S(=O)(=O)c2ccc(C)cc2)C1c1ccccc1 (stereo not given)	-28%	?	0%	-16%	-58%	2%
O=C(O)c1cc(S(=O)(=O)N2CCN(C(=O)c3ccco3)CC2)c(Cl)cc1Cl	?	?	-31%	-17%	1%	4%
Cc1ccc(S(=O)(=O)Nc2cc(C)nn2-c2ccccc2)cc1	?	7%[5.75 µM]	2%	-1%	-11%	7%
O=C(O)c1cc(S(=O)(=O)N2CCOCC2)ccc1N1CCOCC1	24%	.	7%	0%	11%	2%
CCNC(=O)CN1C(=O)NC2(CCOc3ccccc32)C1=O (stereo not given)	9%	23%	-4%	-2%	7%	5%
O=C(O/N=C(\c1ccccc1)c1ccncc1)c1ccccc1F	-5%	37%[activator]	1%[57.1 µM]	2%	15%	1%
CSc1nc(-c2ccccc2)nn1C(=O)c1ccc(C)cc1	31%[activator]	37%[activator]	-13%	2%	3%	-3%
Cc1cc(Cl)ccc1Oc1ccccc1C(=O)CC#N	-1%	?	-1%	2%	4%	0%
Cc1cccc2cc(C#N)c(NCCNC(=S)NCCCN3CCOCC3)nc12	10µM*	-17%	-30%	-5%	11µM*	6%
COc1cccc(NS(=O)(=O)c2csc(C(N)=O)c2)c1	-1%	-12%	7%	-7%	-29%	5%
Cc1ccccc1NC(=O)COC(=O)CCc1c[nH]c2ccccc12	-11%	17%	-16%	1%	9%	.
O=c1c(-c2ccco2)[n+]([O-])c2ccccc2n1OCc1ccccc1F	.	?	?	4%	-7%	-7%
Cc1ccccc1C(=O)NNC(=O)/C=C\C(=O)O	33%[activator]	0%	2µM*	-11%	3%	3%
COc1ccc(N(CC(=O)NCCC2=CCCCC2)S(=O)(=O)c2ccc(C)cc2)cc1OC	?	?	.	4%	-11%	4%
CCOC(=O)C(NCCCO)c1ccccc1 (stereo not given)	19%	32%	4%	7%	15%	1%
O=C(CSc1ccccc1F)NNC(=O)c1ccncc1	-17%	2%	0%	-7%	13%	.
CC(=O)OC1CCC(OC(C)=O)c2c1n([O-])c(C)c(C)[n+]2=O (stereo not given)	-29%	?	3%	4%	15%	5%
O=C(Cn1ncc2c([nH]c3ccccc32)c1=O)N1CCc2ccccc2C1	?	21%	7%	0%	17%	0%
CCOC(=O)Cc1csc(SCn2nnc3ccccc3c2=O)n1	-9%	6%	2%	-11%	9%	-3%
O=S(=O)(c1ccc(Br)s1)N1CCN(c2ncccn2)CC1	.	3%	-16%	-6%	3%	10%
CC(NC(=O)[C@H](C)NC(=O)c1ccco1)c1ccc(S(N)(=O)=O)cc1 (stereo not given in full)	33%[activator]	34%[activator]	-1%	0%	2%	5%
COc1ccccc1N1CCN(C2CCCCC2NS(=O)(=O)c2ccc(Cl)cc2)CC1 (stereo not given)	?	21%	-11%	2%	-29%	4%

Quoted at random: 6 records from the list.
SMILES	Pf growth 48h	Pf growth 96h	Sm TGR block	Tb PYK inh	HCV inh	LmPK inhibitor
COc1ccccc1N1CCN(C2CCCCC2NS(=O)(=O)c2ccc(Cl)cc2)CC1 (stereo not given)	?	21%	-11%	2%	-29%	4%
COc1ccc(N(CC(=O)NCCC2=CCCCC2)S(=O)(=O)c2ccc(C)cc2)cc1OC	?	?	.	4%	-11%	4%
O=c1c(-c2ccco2)[n+]([O-])c2ccccc2n1OCc1ccccc1F	.	?	?	4%	-7%	-7%
CCOC(=O)C(NCCCO)c1ccccc1 (stereo not given)	19%	32%	4%	7%	15%	1%
O=S(=O)(c1ccc(Br)s1)N1CCN(c2ncccn2)CC1	.	3%	-16%	-6%	3%	10%
O=C(CSc1ccccc1F)NNC(=O)c1ccncc1	-17%	2%	0%	-7%	13%	.

The results go on.
SMILES	Pf growth 48h	Pf growth 96h	Sm TGR block	Tb PYK inh	HCV inh	LmPK inhibitor
CN(CCO)CC(O)CN(c1ccccc1)c1ccccc1 (stereo not given)	35%[activator]	1%	3%	10%	3%	5%
COc1cc(/C=N/n2cnnc2)ccc1OS(=O)(=O)c1ccccc1[N+](=O)[O-]	21%	270%[activator]	0%	3%	1%	1%
Cc1nc(SCC#N)c2c(C)c(C)sc2n1	-8%	9.3µM*	1%	-3%	-14%	6%
COc1cc(NC(=O)C2CCC(CNc3c(N4CCC(C)CC4)c(=O)c3=O)CC2)cc(OC)c1 (stereo not given)	.	-27%	5%	-3%&3%	-11%&-5%	15%
Clc1ccc(-c2noc3c2-c2nc(Cc4cccc5ccccc45)sc2CC3)cc1	?	?	-7%	-9%	?	.
C/C(CC(C)C)=N/Nc1ccc([N+](=O)[O-])cc1[N+](=O)[O-]	2%	2%	0%	-2%	-25%	-5%
COC(=O)c1nc2n(n1)C(c1ccccc1OC)C1=C(CCCC1=O)N2 (stereo not given)	2%	?	15%	2%	21%	-10%
Cc1c(CN2CCC(CO)(CC3CCCCO3)CC2)cnn1C (stereo not given)	11%	-24%	5%	-3%	14%	0%
CN(C)c1ccnc(-n2cccc2/C=N/OCc2cccc(F)c2)c1C#N	.	?	0%	5%	4%	10%

Part of the list above in order of molecular weight, ascending:
SMILES	Pf growth 48h	Pf growth 96h	Sm TGR block	Tb PYK inh	HCV inh	LmPK inhibitor
O=C(CSc1ccccc1F)NNC(=O)c1ccncc1	-17%	2%	0%	-7%	13%	.
C/C(NCC(C)(C)CN(C)C)=C(/C#N)C(=O)NCc1ccccc1	-3%	.	-25%	0%	4%	10%
CCOC(=O)N1CCN(S(=O)(=O)c2ccc(C)cc2)C1c1ccccc1 (stereo not given)	-28%	?	0%	-16%	-58%	2%
Cc1cccc2cc(C#N)c(NCCNC(=S)NCCCN3CCOCC3)nc12	10µM*	-17%	-30%	-5%	11µM*	6%

Assay outcomes (PubChem)

The order is random. About 16% of those tested had a hit in this group.
